Compound activity from PubChem.
BRCT inh green: blocks human BRCA1 BRCT binding to phosphopeptide, green readout | 0.05% of 75,000 active | P38398 | Potency, µM (highest dose often 76.9 µM), without a hit: top-dose activity change, negative = inhibition, usual class: inhibitors | BRCA1 BRCT-phosphopeptide binding, green fluorescence polarization;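 note: potency is the fitted concentration of half-maximal effect; plate controls were peptide without protein for full effect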
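Fluorescence polarization: His-tagged BRCT (~35 kDa BRCA1 C-terminus, 250 nM) bound to 100 nM fluorescein-labeled phosphorylated 10-aa BACH1 peptide, pH 7.3 phosphate buffer with DTT and Tween 20. Compounds incubated 12 min at room temperature; inhibition read as lowered polarization.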
HEK293 cAMP cs: raises cAMP in parental HEK293 cells, TSHR agonist counter-screen; parental HEK293 CNG cAMP sensor, membrane potential fluorescence; Potency, µM (highest dose often 57.1 µM), for inactives: at the top dose activation, usual class: activators; 2.5% of 73,000 active; note: potency is the fitted concentration of half-maximal effect; % of control where 0% means no effect; nearly all actives have a fitted effect of over 55% in size
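Counterscreen for endogenous-receptor signalling: CNG-channel HEK 293 cells report cAMP rise by membrane depolarization. After 60 min dye equilibration with 100 uM RO 20-1724, compounds incubated 30 min before bottom-read fluorescence at 590 nm.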
Caspase-7 inhib: caspase-7 (human) inhibition, allosteric or competitive | P55210 | recombinant caspase-7, Ac-DEVD-AFC fluorescence rate | Potency, µM (titrated, usually from 57.5 µM), for the others: at the top dose activity change, negative = inhibition, hits mostly inhibitors | 0.02% of 75,000 active; active = well fitted inhibition curve with a large enough effect in the main read-out, with a control signal flat, not every such curve was filed as active; inconclusive = small, poorly fitted or top-dose-only effect, or a change in a side signal; note: potency is the fitted concentration of half-maximal effect; % of control where 0% means no effect
Target sequence (P55210 24-198 limits assumed): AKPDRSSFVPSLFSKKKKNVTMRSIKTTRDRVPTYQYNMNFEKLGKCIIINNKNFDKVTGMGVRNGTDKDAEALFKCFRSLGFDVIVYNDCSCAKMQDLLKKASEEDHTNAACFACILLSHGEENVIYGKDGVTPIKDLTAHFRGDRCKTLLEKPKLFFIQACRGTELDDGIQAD
Target sequence (P55210 207-303 limits assumed): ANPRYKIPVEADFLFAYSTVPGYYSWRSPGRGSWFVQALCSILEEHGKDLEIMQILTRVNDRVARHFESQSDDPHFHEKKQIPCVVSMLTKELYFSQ
Fluorescein fluor: compound fluoresces in the fluorescein spectral region. Compound autofluorescence, 480/540 nm, fluorescein-equivalent; active compounds read high. max fluorescein-equivalent concentration, M. 0.91% of 59,000 active; in the data active = max fluorescein-equivalent concentration above about 10 nM; inconclusive = between about 1.1 nM and that limit
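First, buffer (100 mM Tris, pH 8.0) dispensed; second, compounds and fluorescein standards pinned in; third, 15 min room-temperature incubation; finally, imaging at ex 480 nm/em 540 nm. Fluorescence normalized against the six-point fluorescein curve.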
4MU fluor: compound fluoresces in the 4-MU spectral region. 11% of 59,000 active. AID 589. compound autofluorescence, 340/450 nm, 4-MU equivalents; active compounds read high. max dye-equivalent concentration, M; in the data active = max dye-equivalent concentration above about 10 nM; inconclusive = mostly about 1.1 nM to 9.6 nM
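Compounds in 100 mM Tris, pH 8.0, incubated 15 min at room temperature, then fluorescence read at 340 nm excitation/450 nm emission. Signal converted to 4-MU dye-equivalent concentration using an on-plate six-point 4-MU standard curve.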
BRCT PPI red: BRCT-phosphoprotein interaction inhibition (red fluorophore). P38398. BRCT-phosphopeptide binding, red fluorescence polarization. Potency, µM (top dose mostly 76.9 µM), inactives show at the highest dose activity change, negative = inhibition, actives largely listed as inhibitors. 0.03% of 75,000 active. AID 892; note: % is set by controls: 0 for no effect and ±100 for the full control effect
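Fluorescence polarization: 100 nM His-tagged BRCA1 BRCT with 100 nM TAMRA-labelled phospho-BACH1 decapeptide, phosphate buffer pH 7.3 with 150 mM NaCl, DTT, 0.01% Tween 20; 12 min RT. Binding inhibition seen as FP decrease.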
GFP derepression: epigenetic GFP locus derepression in mouse cells | mouse C127i GFP locus derepression, cytometry, 30 h | Potency, µM (series often up to 46.1 µM), without a hit: top-dose GFP derepression (activation) | 0.09% of 68,000 active | AID 597; note: % of control where 0% means no effect
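Locus derepression in mouse mammary C127i cells whose integrated CMV-GFP reporter is normally silent; GFP expression after 30 h compound treatment was quantified by counting fluorescent cells.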
USP2a inh: blocks human ubiquitin-specific protease USP2a. USP2a enzymatic assay, qHTS inhibition. Potency, µM (titrated, usually from 38.3 µM), for the others: at the highest dose activity change, negative = inhibition, usual class: inhibitors. 0.1% of 60,000 active. AID 927;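 note: potency is the fitted concentration of half-maximal effect; nearly all actives have a fitted effect of over 60% in size; plate controls were DMSO for no effect and NEM full inhibition control for full effect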
Target sequence (O75604 whole entry, looked up): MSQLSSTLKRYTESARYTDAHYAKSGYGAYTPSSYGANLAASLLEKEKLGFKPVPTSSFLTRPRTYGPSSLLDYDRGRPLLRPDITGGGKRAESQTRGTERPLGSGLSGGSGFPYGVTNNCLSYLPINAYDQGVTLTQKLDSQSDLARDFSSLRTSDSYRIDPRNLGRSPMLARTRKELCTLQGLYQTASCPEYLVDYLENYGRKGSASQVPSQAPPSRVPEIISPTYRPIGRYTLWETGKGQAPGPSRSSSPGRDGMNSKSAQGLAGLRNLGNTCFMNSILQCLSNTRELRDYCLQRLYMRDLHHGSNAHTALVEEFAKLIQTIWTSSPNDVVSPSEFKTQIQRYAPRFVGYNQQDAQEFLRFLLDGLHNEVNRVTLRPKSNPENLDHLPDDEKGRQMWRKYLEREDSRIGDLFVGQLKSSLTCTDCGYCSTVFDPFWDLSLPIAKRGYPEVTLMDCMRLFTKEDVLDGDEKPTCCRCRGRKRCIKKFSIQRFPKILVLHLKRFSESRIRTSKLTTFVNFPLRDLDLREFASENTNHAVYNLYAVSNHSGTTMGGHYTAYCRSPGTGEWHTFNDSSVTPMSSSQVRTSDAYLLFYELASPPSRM
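20 nM USP2 core + cpd, 30 min RT; add 20 nM Ub-PLA2/20 uM NBD C6-HPC; read Ex460/Em535 at 0 h and 2.5 h. Normalized to NEM; qHTS curve fit/classification.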
A350 fluor: compound fluoresces in the Alexa 350 spectral region | Compound autofluorescence, 340/450 nm, Alexa 350 dye-equivalents; active compounds read high | max dye-equivalent concentration, M | 11% of 59,000 active | AID 590; in the data active = max dye-equivalent concentration above about 10 nM; inconclusive = mostly about 1.1 nM to 9.6 nM
UbGFP stabilizer: inhibits proteasome, raising ubiquitin-GFP reporter fluorescence; 67,000 tested, under 10 active; Potency, µM (doses to about 45.9 µM), for inactives: at the top dose activation (GFP accumulation), most hits filed as activators; Ubiquitin-GFP reporter cells, proteasome inhibition, GFP fluorescence; response scale: untreated = 0%, 10 µM MG-132 = 100%; active = well fitted activation curve with a large enough effect, not every such curve was filed as active; inconclusive = small, poorly fitted or top-dose-only effect, or another doubt; inactive = no such curve, though single readings can be large or run the other way; note: potency is the fitted concentration of half-maximal effect
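Proteasome block read as GFP accumulation: ubiquitin(G76V)-GFP U2OS cells exposed to compound (2.9 nM–46 uM) for 4 hr at 37 C. Normalization used untreated cells as 0% and 10 uM MG-132 as 100%; concentration-response curves fitted.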
Casp1 inh: caspase-1 (human) inhibition, allosteric or competitive; P29466; Caspase-1 enzyme, Ac-WEHD-AFC fluorogenic rate; Potency, µM (doses to about 57.5 µM), without a hit: at the top dose activity change, negative = inhibition, hits mostly inhibitors; 0.03% of 75,000 active; AID 900;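 note: potency is the fitted concentration of half-maximal effect; plate controls were vehicle for no effect and no substrate for full effect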
The depositor's hits bear a star; i = inactive; ? = inconclusive; nt = not tested or not shown; [ ] = dose if it differs, or a comment. Unless noted, calls come from the whole dose curve; as a rule, active = well fitted curve in the direction sought with a large enough effect; inconclusive = small, poorly fitted or top-dose-only effect, or another doubt; inactive = no such curve, though single readings can be large; an effect the other way counts as inactive or inconclusive. Some of the compounds tested. The share of hits here may be higher or lower than overall.

SMILES	BRCT inh green	HEK293 cAMP cs	Caspase-7 inhib	Fluorescein fluor	4MU fluor	BRCT PPI red	GFP derepression	USP2a inh	A350 fluor	UbGFP stabilizer	Casp1 inh
O=C1c2ccccc2C(=O)N1CCc1nc(-c2ccccn2)no1	-2.0%	0%	-2%	?	1.4e-07M*	-2.1%	3%	3%	1.4e-07M*	0%	-1%
Cc1cccc2cc(COC(=O)C(C)C)c(=O)[nH]c12	-6.6%	23%	0%	?	i	-2.4%	-2%	-4%	i	-11%	-3%
O=C1OCCC1Sc1ncnc2sccc12 (stereo not drawn)	-1.3%	-6%	7%	?	i	0.1%	1%	-2%	i	3%	1%
CCn1cc(C(=O)NCCCN(C)c2ccccc2)c(=O)c2cc(S(=O)(=O)N(C)C)ccc21	-2.3%	-5%	-4%	nt	nt	-1.4%	nt	nt	nt	-12%	-6%
CCC(=O)Nc1ccc(NC(=O)c2cccc(OC)c2)nc1	-1.7%	-11%	-1%	i	i	-0.6%	3%	4%	i	-1%	-1%
Cc1cccc(N(CC(=O)NC2CCCCC2)C(=O)c2c(C)noc2C)c1	-0.7%	16µM*	0%	i	i	0.6%	-1%	20%	i	-5%	1%
COc1ccccc1NC(=O)CN1CCN(CC(=O)Nc2ccc(Cl)c(C(F)(F)F)c2)CC1	-1.1%	7%	-7%	i	i	-0.7%	-2%	41%[activator]	i	8%	-4%
CC1=C(/C=C/C(C)=C/C=C/C(C)=C/C=O)C(C)(C)CCC1	-0.1%	28%	-6%	nt	nt	-1.1%	nt	nt	nt	nt	-4%
O=C1NC(Nc2nc3ccccc3s2)(C(F)(F)F)C(=O)N1C1CCCCC1 (stereo not drawn)	-0.3%	-5%	-1%	i	i	-0.3%	6%	21%	i	-1%	-3%
NCCNC(=S)S	0.5%[15.4 µM]	-1%[11.4 µM]	-1%[11.5 µM]	i	i	-0.3%[15.4 µM]	6%[9.22 µM]	nt	i	0%[9.17 µM]	-2%[11.5 µM]
Cc1ccc(CNC(=O)Cn2ccc3ccccc3c2=O)o1	-2.3%	-7%	0%	i	i	-0.1%	-1%	-7%	i	16%	2%
Cc1ccc(-n2nc(C)c3c2OC(N)=C(C#N)C3c2ccoc2)cc1 (stereo not drawn)	0.1%	8%	-6%	?	i	0.3%	1%	?	i	-1%	-7%
Cc1ccc(-c2cn3cccnc3n2)cc1NC(=O)c1ccc(Br)o1	1.4%	1%	1%	i	2.6e-06M*	-4.9%	2%	14%	2.6e-06M*	0%	-2%
CCOc1nonc1C(=N)/C(C(C)=O)=C(\C)O	-0.7%	-2%	-1%	nt	nt	0.2%	1%	-4%	nt	17%	1%
O=c1cc(-c2cccc(O)c2)oc2ccc(O)cc12	-2.1%[3.08 µM]	nt	0%	nt	nt	-3.3%	nt	22%	nt	nt	2%
Cc1n[nH]c(C)c1S(=O)(=O)N1CCCC(C(=O)Nc2nccs2)C1 (stereo not drawn)	-0.2%	8%	3%	i	i	0.0%	2%	0%	i	-9%	0%
COc1cccc(CNC(=O)C2CCN(C(=O)N(C)C)CC2)c1	-1.7%	1%	0%	i	i	-0.3%	0%	5%	i	5%	1%
CC[C@H](C)C(=O)O[C@H]1C[C@@H](C)C=C2C=C[C@H](C)[C@H](CC[C@@H]3C[C@@H](O)CC(=O)O3)[C@H]21	-1.7%	?	-4%	i	?	2.6%	-6%[20.6 µM]	nt	?	nt	-1%
Cc1cc(NC(=O)CSc2nccn2-c2ccc(Cl)cc2)no1	-1.0%	13%	0%	?	i	-1.1%	2%	1%	i	0%	-3%
COCCCN1C(=O)C(=O)/C(=C(/O)c2ccc(OC(C)C)cc2)C1c1ccc(O)c(OC)c1 (stereo not drawn)	-1.7%	-6%	1%	i	i	-0.1%	3%	19%	i	-6%	-3%
CC(=O)Nc1cc(C(F)(F)F)ccc1OCC1CCCO1 (stereo not drawn)	-0.8%	6%	1%	i	i	1.5%	2%	8%	i	-5%	1%
O=C(Nc1ccccc1C(=O)NC1CCCC1)NC1CCCC1	-0.7%	15%	0%	i	i	0.1%	-3%	5%	i	-9%	0%
CC(=O)Nc1ccc(S(=O)(=O)N2CCN(c3cc(C)nc4ccccc34)CC2)cc1	5.3%	-8%	1%	i	i	-3.5%	-3%	25%	i	-1%	0%
Cc1cc(=O)oc2cc3c(cc12)OCCO3	-0.8%	4%	0%	i	5e-07M*	-0.8%	0%	-9%	5.7e-07M*	-3%	1%
CCN(CC)C(=O)CSc1nnc(-c2cc3ccccc3cc2O)n1CC	-2.2%	5%	-1%	i	?	-0.2%	4%	17%	?	6%	-2%

3 compounds from above, ordered by number of heavy atoms, high to low:
SMILES	BRCT inh green	HEK293 cAMP cs	Caspase-7 inhib	Fluorescein fluor	4MU fluor	BRCT PPI red	GFP derepression	USP2a inh	A350 fluor	UbGFP stabilizer	Casp1 inh
COCCCN1C(=O)C(=O)/C(=C(/O)c2ccc(OC(C)C)cc2)C1c1ccc(O)c(OC)c1 (stereo not drawn)	-1.7%	-6%	1%	i	i	-0.1%	3%	19%	i	-6%	-3%
CC(=O)Nc1ccc(S(=O)(=O)N2CCN(c3cc(C)nc4ccccc34)CC2)cc1	5.3%	-8%	1%	i	i	-3.5%	-3%	25%	i	-1%	0%
Cc1ccc(-n2nc(C)c3c2OC(N)=C(C#N)C3c2ccoc2)cc1 (stereo not drawn)	0.1%	8%	-6%	?	i	0.3%	1%	?	i	-1%	-7%

Remaining list, next part:
SMILES	BRCT inh green	HEK293 cAMP cs	Caspase-7 inhib	Fluorescein fluor	4MU fluor	BRCT PPI red	GFP derepression	USP2a inh	A350 fluor	UbGFP stabilizer	Casp1 inh
CN1C(=O)N(S(=O)(=O)c2ccc(F)c(F)c2F)C(=O)C1(C)C	-1.7%	11%	0%	i	1.2e-07M*	1.8%	2%	-6%	8.2e-08M*	2%	-1%
Nc1nnc(-c2ccncc2)s1	-0.6%	4%	1%	?	?	1.8%	4%	-4%	?	-6%	1%
O=c1[nH]c(N2CCc3ccccc3C2)nc2c1CCC2	-2.3%	5%	-2%	i	i	0.6%	2%	-4%	?	5%	0%
CCC(=O)[C@]12O[C@@]3(C4C(=O)OCCC41)N(CC)C(C)=C(C(=O)OC)C(c1ccccc1)N3C2=O (stereo partly drawn)	2.2%[15.4 µM]	-11%[11.4 µM]	2%[11.5 µM]	nt	nt	2.1%[15.4 µM]	nt	nt	nt	nt	0%[11.5 µM]
Cc1cccc(CCNC(=O)CCc2nc(-c3ccccc3F)no2)c1	3.4%	?	0%	i	i	0.6%	-3%	13%	i	-5%	0%
Cc1ccc(C)c(N2CCN(Cc3nnnn3C3CCCCC3)CC2)c1	-2.8%	?	-6%	i	i	0.0%	-2%	?	i	-3%	-4%
CCC(=O)N(Cc1cc2c(C)cc(C)cc2[nH]c1=O)C1CCCCC1	4.1%	15%	-1%	?	i	0.3%	-2%	23%	i	1%	0%
Cn1c(=O)n(CCc2ccccc2)c(=O)c2c1nc1n2CCCN1c1ccccc1	-5.0%	?	0%	i	i	0.0%	2%	35%[activator]	?	7%	0%
Cc1ccccc1NS(=O)(=O)c1cc(C(N)=O)ccc1C	2.7%	2%	0%	i	i	-0.7%	0%	-1%	i	-8%	0%
Cc1ccccc1-n1c(C)nc2ccccc21	0.2%	28%	-3%	nt	nt	1.6%	10%	6%	nt	-6%	0%
CCOCc1nc(C)c(Cl)c(NS(=O)(=O)c2ccc(N)cc2)n1	-1.7%	5%	-1%	?	i	1.9%	2%	4%	i	0%	-1%
CNC(=O)CSCCn1c(SCC(=O)NC)nc2ccccc2c1=O	-0.7%	-7%	-1%	i	i	0.0%	-1%	-8%	i	16%	3%
CCc1cc(C(=O)c2ccccc2OC)c(N)s1	-0.2%	6%	-1%	i	i	-1.8%	0%	9%	i	16%	-3%
CCCCn1c(SCN2C(=O)c3ccccc3C2=O)nc2cc(S(N)(=O)=O)ccc21	0.5%	3%	-1%	?	3.7e-08M*	-1.4%	1%	38%[activator]	3.3e-08M*	-3%	-1%
CC(=O)COc1ccc2c3c(c(=O)oc2c1C)CCCCC3	-1.5%	3%	0%	?	7e-08M*	-1.9%	0%	3%	8e-08M*	3%	-2%
COCCCN1CC23C=CC(O2)C(C(=O)O)C3C1=O (stereo not drawn)	-0.7%	1%	0%	nt	nt	-0.7%	nt	nt	nt	1%	-1%
CCOc1ccccc1N1CC(C(=O)Nc2ccccc2N2CCOCC2)CC1=O (stereo not drawn)	0.8%	-10%	-3%	?	i	-0.5%	1%	6%	i	-2%	-2%
O=C(Nc1ccc(Cl)cn1)c1ccc(COCC(F)(F)C(F)F)o1	-0.5%	4%	-2%	?	i	-1.0%	-2%	3%	i	0%	-1%
CCOC(=O)C1=C(C)N(C)C(C)=C(C(=O)OCC)C1c1cccnc1	2.1%	?	-6%	i	?	-2.1%	-6%	-2%	1.1e-08M*	?	-3%
N=C(N)SCCSC(=N)N	4.0%[15.4 µM]	6%[11.4 µM]	1%[11.5 µM]	?	i	-0.9%[15.4 µM]	0%[9.22 µM]	nt	i	-1%[9.17 µM]	6%[11.5 µM]
COc1ccccc1C(=O)NC(C)C(c1cccs1)N1CCN(C)CC1 (stereo not drawn)	-2.3%	16%	0%	?	i	1.1%	0%	7%	i	nt	-5%
